uPA generation: qHTS for Inhibitors of Cell Surface uPA Generation; cell surface uPA generation assay, qHTS; Potency, µM (titrated, usually from 38.3 µM), inactives show at the top dose activity change, negative = inhibition, actives largely listed as inhibitors; actives 0.31% (n = 330,000); AID 540303, 2011; active = well fitted inhibition curve with a large enough effect; inconclusive = small, poorly fitted or top-dose-only effect; inactive = no such curve, though single readings can be large or run the other way; tested in mouse RAW 264.7 cells; note: potency is the fitted concentration of half-maximal effect; % is set by controls: 0 for no effect and ±100 for the full control effect; nearly all actives have a fitted effect of over 55% in size
B2AR arrestin: qHTS assay of beta-arrestin-biased ligands of beta2-adrenergic receptor; Beta-2 adrenergic receptor (Homo sapiens), P07550; beta-arrestin recruitment to beta2AR, cell-based reporter; actives 0.02% (n = 330,000); AID 492947, 2010; Potency, µM (top dose mostly 46.1 µM), without a hit: at the highest dose activation, most hits filed as activators;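 note: potency is the fitted concentration of half-maximal effect; 0% = DMSO controls and full agonism = EC100 isoproterenol or metaproterenol; nearly all actives have a fitted effect of over 65% in size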
Target sequence (P07550 whole entry, looked up): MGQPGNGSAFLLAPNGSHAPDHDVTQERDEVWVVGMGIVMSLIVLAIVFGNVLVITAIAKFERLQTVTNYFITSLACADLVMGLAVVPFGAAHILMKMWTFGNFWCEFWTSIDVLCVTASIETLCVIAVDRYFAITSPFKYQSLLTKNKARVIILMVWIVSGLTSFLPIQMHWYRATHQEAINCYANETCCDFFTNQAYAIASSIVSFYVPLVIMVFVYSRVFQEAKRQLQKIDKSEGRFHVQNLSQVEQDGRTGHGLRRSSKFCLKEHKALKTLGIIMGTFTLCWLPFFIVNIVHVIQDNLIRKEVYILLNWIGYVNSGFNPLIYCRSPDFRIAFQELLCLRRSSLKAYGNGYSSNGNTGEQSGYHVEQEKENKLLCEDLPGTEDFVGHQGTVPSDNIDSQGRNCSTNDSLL
ASM inhibitor: Inhibitors of Secretory Acid Sphingomyelinase (S-ASM): qHTS; Potency, µM (titrated, usually from 57.5 µM), for the others: at the top dose activity change, negative = inhibition, most hits filed as inhibitors; placental ASM, HMU-PC fluorogenic substrate, 60 min; AID 504937, 2011; Sphingomyelin phosphodiesterase (Homo sapiens), P17405; actives 0.006% (n = 340,000); note: potency is the fitted concentration of half-maximal effect
Target sequence (P17405 47-631 limits assumed): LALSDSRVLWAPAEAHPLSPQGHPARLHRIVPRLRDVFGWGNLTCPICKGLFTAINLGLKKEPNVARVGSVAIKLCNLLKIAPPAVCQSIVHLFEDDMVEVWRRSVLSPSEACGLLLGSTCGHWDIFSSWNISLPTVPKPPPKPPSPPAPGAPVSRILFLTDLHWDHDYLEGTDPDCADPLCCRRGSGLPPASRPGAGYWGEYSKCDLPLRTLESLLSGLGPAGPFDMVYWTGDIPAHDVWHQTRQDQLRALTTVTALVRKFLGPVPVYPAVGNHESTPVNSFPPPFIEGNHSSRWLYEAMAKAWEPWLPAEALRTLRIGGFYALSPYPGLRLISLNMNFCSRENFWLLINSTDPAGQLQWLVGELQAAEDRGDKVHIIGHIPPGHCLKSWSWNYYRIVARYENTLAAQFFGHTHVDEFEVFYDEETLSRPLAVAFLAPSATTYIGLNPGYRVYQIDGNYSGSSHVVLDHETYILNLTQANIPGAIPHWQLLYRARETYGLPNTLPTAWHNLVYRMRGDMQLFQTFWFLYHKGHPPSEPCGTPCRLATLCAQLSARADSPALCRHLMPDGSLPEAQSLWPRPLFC
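Human placenta-derived ASM preincubated with compound 10 min at room temperature, then reacted with 9 uM (final) fluorogenic HMU-PC substrate for 60 min at 37 C. Stop solution raises pH to 10; fluorescence read at Ex 386/Em 447 nm.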
p53 reactivation: qHTS assay for re-activators of p53 using a Luc reporter. H1299 p53-A138V BP100-luciferase reporter, luminescence, 24 h. Potency, µM (doses to about 92.2 µM), for the others: at the highest dose activity change, positive = activation, most hits filed as activators. actives 0.063% (n = 320,000). AID 504706, 2011; note: potency is the fitted concentration of half-maximal effect; % of control where 0% means no effect; nearly all actives have a fitted effect of over 45% in size
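p53-null H1299 cells stably carrying temperature-sensitive p53-A138V and a BP100-luciferase reporter were pinned with compounds (4-point, 1:5 series) and held 24 hrs at 37 deg C. Luminescence was read 10 min after detection reagent.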
Eya2 phos inh: qHTS Assay for Inhibitors of the Phosphatase Activity of Eya2. Protein phosphatase EYA2 (Homo sapiens), O00167. recombinant Eya2, OMFP fluorescence dephosphorylation (OMFP is methylfluorescein phosphate). Potency, µM (titrated, usually from 76.9 µM), for the others: top-dose activity, negative = inhibition, actives largely listed as inhibitors. actives 0.006% (n = 330,000). AID 488837, 2010; note: potency is the fitted concentration of half-maximal effect; % is set by controls: 0 for no effect and ±100 for the full control effect
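Eya2 (0.2 uM) preincubated 10 min at ambient with compound, then OMFP substrate added at 50 uM; 10 min reaction in 50 mM HEPES pH 7.5, 50 mM NaCl, 5 uM MgCl2, 0.05% BSA, 1 mM DTT. Fluorescence read at Ex 485/Em 525 nm.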
TRPV1 ag: HTS Assay for Compounds that Act as Agonists of the Vanilloid Receptor 1. activation, % at 8.33 µM. TRPV1-expressing cells, Fluo-8 calcium influx, agonist mode. actives 0.19% (n = 320,000); in the data active = activation above about 80%; inconclusive = between about 30% and that limit; note: 0% is about no effect
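Fluo-8 calcium influx in TRPV1-expressing cells, kinetic read (ex 480/em 520 nm). Compound added and read 3 min for agonist activity, followed by capsaicin at EC20 final and 2 min further read for enhancement.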
BRCA1 expr up: qHTS Assay to Identify Small Molecule Activators of BRCA1 Expression; MCF7-BRCA1-FFLuc reporter, luminescence, 48 h; response scale: scaled: vehicle 0%, 10 µM genistein 100%; Potency, µM (top dose mostly 46.1 µM), without a hit: at the highest dose activation, actives largely listed as activators; actives 1.1% (n = 380,000); note: potency is the fitted concentration of half-maximal effect; nearly all actives have a fitted effect of over 80% in size; some results filed as inactive show a strong effect at the top dose
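Cells: MCF7-BRCA1-FFLuc, 2000/well. Exposure: 48 h, 37 °C, 5% CO2. Read: luminescence, 15 min post-substrate. Controls: genistein 10 microM (maximal activation), DMSO (neutral).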
USP2a block: qHTS Assay for Inhibitors of Ubiquitin-specific Protease USP2a Using CHOP2 as the Reporter; USP2 core, Ub-CHOP2 coupled fluorogenic reporter, 485/531; Potency, µM (top dose mostly 38.3 µM), for inactives: at the highest dose activity change, negative = inhibition, most hits filed as inhibitors; actives 0.01% (n = 330,000); AID 463254, 2010;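 note: potency is the fitted concentration of half-maximal effect; plate controls were DMSO wells for no effect and full inhibition by NEM control for full effect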
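USP2 core (10nM final) preincubated 30min RT with compound in 20mM Tris-HCl pH 8.0, 2mM CaCl2, 2mM beta-mercaptoethanol, 0.05% CHAPS; 25nM Ub-CHOP2 plus 25nM reporter substrate added, fluorescence (Ex485/Em531) read after 60min.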
ELG1 genotoxic: qHTS screen for small molecules that induce genotoxicity in human embryonic kidney (HEK293T) cells expressing luciferase-tagged ELG1; HEK293T ELG1-luciferase reporter, luminescence, 16 h; Potency, µM (series often up to 46 µM), inactives show top-dose activity change, positive = activation, most hits filed as activators; actives 1.3% (n = 330,000); note: potency is the fitted concentration of half-maximal effect; % of control where 0% means no effect; nearly all actives have a fitted effect of over 60% in size
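Reporter readout depends on ELG1 protein level, which increases with genetic stress. After 16 hr compound exposure at 37 °C, luciferase activity was quantified using ONE-Glo.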
PTAP TSG101 blk: qHTS Assay for Iinhibitors of HIV-1 Budding by Blocking the Interaction of PTAP/TSG101 | Tumor susceptibility gene 101 protein (Homo sapiens), Q99816 | Fluorescence polarization, FITC-PTAP peptide / Tsg101 binding | Potency, µM (top dose mostly 115 µM), for the others: at the highest dose activity change, negative = inhibition, usual class: inhibitors | 340,000 tested, under 10 active; active = well fitted inhibition curve with a large enough effect in the main read-out, with a control signal flat, not every such curve was filed as active; inconclusive = small, poorly fitted or top-dose-only effect, or effect the other way, or a change in a side signal; inactive = no such curve, though single readings can be large or run the other way; note: potency is the fitted concentration of half-maximal effect; % of control where 0% means no effect
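Compounds were pin-transferred onto Tsg101 binding domain (10 uM final) in HEPES pH 7.5 buffer, then FITC-PTAP peptide was added at 50 nM final. After 20 min at RT, polarization reported peptide displacement across a qHTS concentration series.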
Integrin act MD: qHTS for Activators of Integrin-Mediated Alleviation for Muscular Dystrophy. alpha7betagal myoblasts, beta-gal FDG fluorescence, 48 h. actives 0.064% (n = 350,000). Potency, µM (series often up to 38.3 µM), without a hit: at the top dose activation, actives largely listed as activators;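 note: potency is the fitted concentration of half-maximal effect; 100% = response of the positive control SU9516; nearly all actives have a fitted effect of over 60% in size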
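alpha7betagal+/- myoblasts (passage 13, 250/well) treated 48 h at 37C with compounds at 1:260 dilution of DMSO stock. Lysed, then beta-galactosidase activity read as FDG fluorescence (ex 480/em 540) after 30 min, with pre-read for autofluorescence.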
An asterisk follows results filed as active; ? = inconclusive; . = no result given; & = joins results of further samples; [ ] = remark or other dose. Unless noted, calls come from the whole dose curve; as a rule, active = well fitted curve in the direction sought with a large enough effect; inconclusive = small, poorly fitted or top-dose-only effect, or another doubt; inactive = no such curve, though single readings can be large; an effect the other way counts as inactive or inconclusive.

SMILES	uPA generation	B2AR arrestin	ASM inhibitor	p53 reactivation	Eya2 phos inh	TRPV1 ag	BRCA1 expr up	USP2a block	ELG1 genotoxic	PTAP TSG101 blk	Integrin act MD
Cc1ccc(NC(=O)COC(=O)CCn2c(C)csc2=O)c([N+](=O)[O-])c1	1%	-0.7%	2%	10%	18%	2	-13%	1%	3%	-6%	-6%
Cc1cc([N+](=O)[O-])c(NCCCCCCO)c([N+](=O)[O-])c1	-2%	.	-8%	.	.	.	6%	.	.	-11%	5%
N#CC1=C(N)NC(SCc2ccc(Cl)cc2)=C(C#N)C12CCCCC2	-20%	-0.8%	-12%	-2%	2%	-2	-48%	-1%	2%	-3%	15%
COc1cccc(CNC(=O)C2CCCN(S(=O)(=O)c3cccc4nonc34)C2)c1 (stereo not given)	2%	4.5%	-3%	-1%	-21%	6	-4%	0%	-1%	3%	5%
COc1cccc2cc(C(C)N(CCCN3CCOCC3)C(=S)Nc3cccc(C)c3C)oc12 (stereo not given)	-3%	0.2%	-1%	3%	-25%	-4	-12%	3%	-16%	-1%	23%
O=C(NCCc1ccccc1)c1ccc2c(c1)OCCCO2	-18%	-0.6%	1%	-21%	6%	?	-110%[inhibitor]	1%	?	-4%	0%
CCOc1ccc(CN(C)C(=O)c2ccc(NC(=O)CC3SC(N4CCCC4)=NC3=O)cc2)cc1 (stereo not given)	-1%	-0.1%	0%	-13%	-13%	-3	-30%	1%	-9%	-10%	-24%
CCOC(=O)C1(Cc2ccc(OC)cc2)CCN(C(=O)C2CCCO2)CC1 (stereo not given)	3%	-1.5%	0%	-1%	5%	5	-8%	4%	1%	-2%	-9%
NC(=O)CNCCC(c1ccccc1)c1ccccc1	-21%	0.0%	0%	-5%	-4%&2%	-2	9%	3%	-2%	-1%	.
NC(=O)c1cc(Cl)ccc1OCC(=O)N1CCCc2ccccc21	-2%	0.2%	0%	5%	9%	2	0%	-1%	-7%	-5%	17%
COc1ccc(CC2(CO)CCN(Cc3cc4ccccc4o3)CC2)cc1	2%	5.0%	-1%	-2%	4%	3	-13%	0%	-10%	-4%	-41%[inhibitor]
CCn1c(N2CCN(Cc3ccc([N+](=O)[O-])cc3)CC2)nc2ccccc21	-9%	-0.3%	-1%	3%	-5%	-4	-6%	1%	-2%	-2%	-1%
COc1ccc(CCC(C(O)C(F)(F)F)S(=O)c2ccccc2)cc1 (stereo not given)	10%	-1.3%	-4%	?	8%	13	10%	-1%	0%	-10%	13%
CN=C1S/C(=C\c2ccc(O)c(OC)c2)C(=O)N1C	-14%	.	-9%	.	.	.	10µM*	.	.	1%	0%
CCOc1ccc2[nH]c(=O)c(CN(CCO)C(=O)c3ccc(OC)c(OC)c3)cc2c1	.	0.2%	52%[activator]	-2%	2%	0	-9%	3%	-4%	-3%	-1%
Cc1cccc(NC(=O)CCN2CCCC(C)C2)c1 (stereo not given)	0%	-0.3%	0%	-5%	3%	-1	22%	-2%	-1%	0%	0%
O=C(c1cccc(F)c1)N1CCN(S(=O)(=O)Cc2ccccc2)CC1	-9%	-0.3%	-2%	2%	-18%	-2	5%	6%	-1%	-7%	-21%
CCOC(=O)c1c(NC(=O)CSc2ncccn2)sc2c1CCN(Cc1ccccc1)C2	-6%	-0.8%	73%[activator]	6%	-14%	-7	-36%	-4%	-12%	-3%	-33%
CSc1ncccc1C(=O)OCC(=O)c1cc(C)n(C)c1C	5%	0.2%	-4%	?	-11%	.	96%	0%	?	0%	10µM*
Cn1cnnc1SCC(=O)Nc1ccc(F)cc1F	-1%	0.5%	5%	5%	1%	-1	11%	1%	2%	-1%	1%
C/C(O)=C(\C#N)c1nc2ccccc2[nH]1	-4%	-0.2%	-1%	3%	0%	0	-5%	1%	0%	-3%	-6%
Cc1ccc(S(=O)(=O)N2CCN(C(=O)COC(=O)c3cccnc3Cl)CC2)c(C)c1	-6%	-0.1%	1%	5%	10%	-1	31%	0%	1%	-2%	-24%
Cc1ccc(Cn2c(N3CCN(CCO)CC3)nc3c2c(=O)n(C)c(=O)n3C)cc1	0%	-0.3%	4%	-3%	16%	1	-3%	-2%	2%	-1%	30%
O=C(CS(=O)(=O)Cc1ccccc1)NCc1ccc2c(c1)OCO2	3%	-0.1%	2%	.	-9%	4	2%	-4%	.	-4%	-4%
Cc1ccc(C(=O)Oc2cccnc2)cc1[N+](=O)[O-]	3%	-0.8%	4%	12%	-12%	5	15%	2%	5%	-1%	-12%
O=C(c1ccc(C(=O)N2CCN(c3ccccc3F)CC2)nc1)N1CCN(c2ccccc2F)CC1	1%	-1.1%	1%	5%	10%	3	-4%	2%	-4%	-8%	0%
CCOc1ccc(NC(=O)CSc2nnc(C)n2Cc2ccccc2)cc1	-4%	-0.1%	2%	7%	-1%	-1	-14%	2%	-1%	-3%	-7%
O=C(c1ccc(S(=O)(=O)Nc2cccc(C(F)(F)F)c2)cc1)N1CCC1	-9%	0.1%	0%	-7%	4%	1	-21%	3%	-9%	.	-1%
CCOc1cc(N2CCOCC2)c(OCC)cc1NC(=O)COc1cccc(Cl)c1	0%	-0.2%	-2%	3%	10%	-8	-7%	2%	1%	2%	-1%
CC(C)Oc1ccc(C(=O)NC(=S)Nc2ccc(Cl)c(C(=O)O)c2)cc1	-1%	0.1%	-3%	7%	5%	-3	0%	-1%	?	-7%	-12%
O=C(CCc1ccccc1)NNC(=O)Nc1ccccc1	-2%	0.5%	1%	-1%	-2%	-2	2%	3%	1%	-4%	-5%
Cc1ccc(S(=O)(=O)NCCC(=O)N(C)Cc2cccs2)cc1	5%	-0.6%	0%	0%	5%	5	7%	3%	1%	-3%	11%
O=C(CN(C(=O)CCC(=O)Nc1nccs1)c1ccccc1F)NCc1ccc(F)cc1	-3%	0.1%	2%	4%	4%	-1	-26%	-1%	-6%	-10%	-45%
Cc1ccc(NC(C)C(=O)N/N=C/c2c[nH]c3ccccc23)cc1 (stereo not given)	-4%	-0.6%	-3%	6%	-9%	-3	-22%	-2%	-3%	-1%	-5%
C=C(C(=O)O)C(CCCCCC)C(=O)O (stereo not given)	1%	-0.3%	2%	1%	7%	4	6%	-1%	-1%	-5%	1%
Cc1ccc(NC(=O)CCc2c(C)nn(-c3ccc(N4CCCCC4)nn3)c2C)cc1	-3%	0.5%	1%	-1%	0%	-8	4µM*	1%	10%[9.26 µM]	-4%	-49%[inhibitor]
O=C(Nc1ccc2nc3n(c(=O)c2c1)CCCCC3)c1ccccn1	?	-0.7%	7%	?	2%	9	21%	4%	?	1%	0%
CC(C)(CNC(=O)c1cc2ccccc2o1)N1CCOCC1	1%	-4.4%	3%	-6%	22%	1	5%	3%	2%	-5%	-7%
Cn1c(CCC(N)=O)nnc1SCC(=O)Nc1ccccc1C(=O)NC1CC1	9%	0.1%	6%	1%	-6%	0	6%	5%	5%	-6%	12%
CC(C)c1ccc(S(=O)(=O)N2CCN(CC(=O)c3ccc(O)c(O)c3)CC2)cc1	.	0.2%	.	-18%	1%	-4	.	0%	1%	.	.
O=C(NCc1cccc(F)c1)C1CCC(=O)N(C2CC2)C1 (stereo not given)	5%	-0.2%	2%	16%	-9%	2	14%	1%	11%	1%	-22%
CCOc1ccccc1Nc1nc(N)nc(CN(C)C2CCCCC2)n1	-2%	-0.7%	-1%	-1%	-1%	3	-18%	2%	0%	-4%	-31%
CC(=O)c1ccc(OCCCCOc2ccc(C(C)=O)cc2)cc1	44%[activator]	-1.1%	4%	3%	4%	8	-20%	-1%	0%	-1%	4%

Assay outcomes (PubChem)
